CHO-K1 Ca antag = nonselective inhibitor or artifact in parental CHO-K1 cells | inhibition, % at 3 µM | ATP-induced calcium, Fluo-8 fluorescence | hit rate 0.6% among 360,000;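 active means inhibition above a per-plate cutoff, the plate's mean sample inhibition plus 3 SD, cut at about 24% in these data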;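 further: 0% = DMSO plus EC80 ATP and 100% = DMSO alone without ATP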
CHRM1 antagonist = human M1 muscarinic receptor antagonists, primary screen, CHO-K1 cells, Fluo-8 calcium fluorescence, 1536-well | CHO-K1 hM1, ACh EC80 antagonist | inhibition, % at 3 µM | hit rate 1.3% among 360,000 | AID 588852, 2011;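 active means percent inhibition above its own plate's cutoff, namely the mean of that plate's compound wells plus 3 SD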;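 further: peak over basal fluorescence ratio during 140 s after agonist addition; 0% = ACh EC80 plus DMSO and 100% = DMSO alone without agonist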
Target sequence (P11229 whole entry, looked up): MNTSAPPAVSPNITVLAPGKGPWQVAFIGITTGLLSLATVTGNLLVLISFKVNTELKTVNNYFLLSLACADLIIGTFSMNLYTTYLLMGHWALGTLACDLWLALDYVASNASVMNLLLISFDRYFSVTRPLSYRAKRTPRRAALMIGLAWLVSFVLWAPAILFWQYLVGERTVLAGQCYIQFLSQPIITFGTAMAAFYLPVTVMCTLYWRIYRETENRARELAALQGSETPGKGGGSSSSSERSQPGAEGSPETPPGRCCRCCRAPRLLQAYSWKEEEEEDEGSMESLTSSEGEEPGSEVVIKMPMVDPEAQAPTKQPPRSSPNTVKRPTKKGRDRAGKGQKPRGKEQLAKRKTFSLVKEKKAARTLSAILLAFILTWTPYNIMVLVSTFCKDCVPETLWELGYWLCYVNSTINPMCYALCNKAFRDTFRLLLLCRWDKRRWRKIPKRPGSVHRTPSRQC
OXTR potentiate = human OXTR potentiators, primary screen, fluorescence, CHO-OTR cells, Fluo-8 calcium; Oxytocin receptor (Homo sapiens), P30559; Fluo-8 calcium fluorescence, potentiator mode; 0% = oxytocin EC15, 100% = EC100; hit rate 0.061% among 320,000; activation, % at 3 µM;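 active means activation above that plate's cutoff, the mean activation of tested compounds plus 3 SD, cut at about 6.6% in these data, passing the limit was not always enough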;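 further: 100% uses oxytocin at 75 nM as the full agonist control; some results filed as inactive read as strong as hits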
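System: human OTR in CHO cells; Also added: sub-maximal oxytocin, roughly EC15; Timing: compound 6 min at room temperature before oxytocin, 100 s read; Technique: Fluo-8 intracellular calcium fluorescence, ex 470-495, em 515-575 nm; Controls: oxytocin EC15 low and EC100 high; Replication: singlicate.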
M1 ag parental = counter-screen for M1 agonists: effect in parental CHO-K1 cells; Fluo-8 calcium fluorescence; scaled to maximal ATP response, vehicle zero; activation, % at 3 µM; AID 602248, 2012; hit rate 0.48% among 360,000; in the data active means activation above about 15%;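 further: untransfected CHO-K1 host cells lacking M1 receptor as counterscreen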
CHRM1 agonist = human M1 muscarinic receptor agonists, primary screen, Fluo-8 calcium fluorescence, CHO-K1 cells, HTS; Muscarinic acetylcholine receptor M1 (Homo sapiens), P11229; CHO-K1 hM1, agonist mode; 0% DMSO, 100% acetylcholine EC100; activation, % at 3 µM; hit rate 0.33% among 360,000;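 active means activation above the run's mean compound activation plus 3 SD, cut at about 16% in these data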;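 further: peak over basal fluorescence ratio within a 140 s kinetic read after compound addition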
M1 PAM = human M1 muscarinic receptor positive allosteric modulators, primary screen, CHO-K1 cells, Fluo-8 calcium fluorescence, 1536-well; hit rate 0.088% among 360,000; Muscarinic acetylcholine receptor M1 (Homo sapiens), P11229; CHO-K1 hM1, ACh EC20; 0% = ACh EC20, 100% = maximal ACh; activation, % at 3 µM; in the data active means activation above about 19%, passing the limit was not always enough
CHO parental Ca = ATP-evoked calcium signal inhibitors, parental CHO, primary screen, counter-screen for OX1R antagonist project, cell-based, fluorescence, Fluo-8 calcium dye | parental CHO-K1, ATP-induced calcium, Fluo-8 fluorescence | AID 463079, 2010 | inhibition, % at 5.6 µM | hit rate 0.63% among 330,000;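 active means inhibition above that plate's mean sample inhibition plus 3 SD, cut at about 26% in these data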;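 further: 0% = ATP-challenged DMSO wells and 100% = DMSO wells without ATP; some compounds past the cut are filed as inactive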
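material = parental CHO cells | also added = ATP as calcium-mobilizing challenge | dosing = single point at 5.6 µM | detection = intracellular calcium via Fluo-8 no-wash fluorescent dye | read-out = % inhibition | benchmarks = low control ATP plus DMSO, high control DMSO only | repeats = one well per compound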
M4 ag = human M4 muscarinic receptor agonists, primary screen, CHO-K1 cells, Fluo-8 calcium fluorescence | activation, % at 3 µM | CHO-K1 hM4/Gqi5; vehicle 0%, full acetylcholine response 100% | hit rate 0.14% among 360,000 | Muscarinic acetylcholine receptor M4 (Homo sapiens), P08173;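 active means activation above the run mean over all test wells plus 3 SD, cut at about 32% in these data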;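 further: peak over basal fluorescence ratio per well then scaled between controls; 0% = DMSO wells and 100% = acetylcholine at EC100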
Target sequence (P08173 whole entry, looked up): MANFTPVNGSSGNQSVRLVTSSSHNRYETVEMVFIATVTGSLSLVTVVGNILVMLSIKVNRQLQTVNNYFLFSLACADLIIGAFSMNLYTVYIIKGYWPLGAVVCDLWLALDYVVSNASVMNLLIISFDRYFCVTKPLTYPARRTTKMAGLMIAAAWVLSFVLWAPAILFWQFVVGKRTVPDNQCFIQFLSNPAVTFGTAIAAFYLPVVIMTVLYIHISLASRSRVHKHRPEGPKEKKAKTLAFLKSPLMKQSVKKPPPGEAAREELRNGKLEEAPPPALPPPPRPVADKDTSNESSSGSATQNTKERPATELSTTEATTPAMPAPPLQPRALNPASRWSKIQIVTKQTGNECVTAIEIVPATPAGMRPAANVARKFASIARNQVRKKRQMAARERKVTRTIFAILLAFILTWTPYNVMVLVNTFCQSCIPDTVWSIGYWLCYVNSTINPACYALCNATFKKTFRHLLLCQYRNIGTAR
CHRM4 antagonist = human M4 muscarinic receptor antagonists, primary screen, CHO cells, Fluo-8 calcium fluorescence | inhibition, % at 3 µM | CHO-hM4 cells, ACh EC80 | hit rate 0.73% among 360,000 | Muscarinic acetylcholine receptor M4 (Homo sapiens), P08173;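 active means inhibition above its plate's cutoff, the mean inhibition of sample wells plus 3 SD, cut at about 27% in these data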;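 further: 0% = acetylcholine EC80 with DMSO and 100% = DMSO without agonist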
* marks the source's active call; other numbers are inactive results; · = not tested or not shown.

SMILES	CHO-K1 Ca antag	CHRM1 antagonist	OXTR potentiate	M1 ag parental	CHRM1 agonist	M1 PAM	CHO parental Ca	M4 ag	CHRM4 antagonist
COC1C(C)=C(C)C(=O)N1Cc1ccccc1 (stereo not given)	-1.2	-8.7	-3.6	-0.3	-5.7	7.1	-1.6	0.6	2.5
O=C(COc1ccc(Cl)cc1Br)Nc1ccncc1	-5.5	9.7	-6.3	11.2	0.0	-5.1	23.7	13.2	-3.6
O=C(NCc1cccnc1)c1cccc(NC(=O)c2ccco2)c1	7.0	-17.8	-11.0	-0.3	2.8	8.0	-6.7	1.0	9.1
CC(=O)C1=CCC(c2ccccc2)N(S(C)(=O)=O)C1 (stereo not given)	5.3	-15.7	·	1.5	-1.9	16.3	·	-0.5	-6.7
O=C(CSc1ccccc1)Nc1ccc(N2CCOCC2)cc1	-13.2	-9.2	-4.0	0.4	-5.4	7.3	1.2	1.3	-4.8
COc1cccc(-c2noc(Cn3nc(C(=O)O)c4ccccc4c3=O)n2)c1	-16.3	3.0	-1.6	0.2	-3.5	1.8	-16.2	-0.8	-0.8
Cc1nc(CN(C)c2ncnc3ccc(-c4ccc5c(c4)OCO5)cc23)cs1	9.6	13.6	·	2.6	-7.1	-18.1	·	8.3	-3.4
CCOc1ccc(NC(=O)/C(=C\c2ccc(OC(C)=O)c(OC)c2)NC(C)=O)cc1	10.4	-4.5	3.5	-0.3	1.3	9.6	4.0	-1.6	-12.6
COc1ccc(S(=O)(=O)N2CCCCC2)cc1NC(=O)c1[nH]c(C)c(C(C)=O)c1C	-0.7	0.2	-3.3	0.8	-4.1	-7.9	-10.6	1.9	2.5
COc1ccc(C(=O)COC(=O)C2CC3CCCC(C2)C3=O)cc1Br (stereo not given)	-1.4	11.2	0.8	9.8	-2.7	-11.6	-16.9	26.8	-7.6
Nc1c(C(=O)OCC(=O)Nc2ccccc2Br)[nH]c(=O)[nH]c1=O	-10.2	-15.7	-0.1	0.4	-1.5	7.0	-3.5	0.3	-0.4
Cc1cc(C)c(NC(=O)COC(=O)COc2ccc3c(C)cc(=O)oc3c2)c(Cl)c1	-21.5	-7.7	8.7	0.3	-6.7	7.6	-11.1	0.3	2.9
CCCc1nn2c(=O)c(C(c3cccc(Cl)c3)c3c(O)nc4sc(CCC)nn4c3=O)c(O)nc2s1	-1.9	-6.0	-6.8	0.0	-2.9	-1.1	-0.4	-0.1	4.1
Cc1ccccc1NC(=O)/C(=C/c1ccco1)c1ccccc1	-2.2	-20.3	-4.5	8.8	-1.0	-1.9	-15.7	3.1	-14.6
COc1ccc(S(=O)(=O)NC2(C(F)(F)F)NC(=O)N(CCc3ccccc3)C2=O)cc1 (stereo not given)	-14.7	-4.9	-0.7	1.1	-5.8	4.8	-1.7	0.1	13.0
O=[N+]([O-])c1ccc(-n2cc(-c3ccccc3)nn2)cc1	-13.6	-11.0	3.1	1.1	-8.2	3.9	-4.7	1.5	-9.5
O=C(CSc1nc2ccccc2[nH]1)NCC1CCCO1 (stereo not given)	5.7	3.6	-12.5	-0.1	-5.2	-3.3	-8.8	0.2	10.4
CCOc1ccccc1N1CCN(C(=O)c2ccncc2)CC1	0.5	3.9	3.1	0.0	-2.6	-2.3	-7.5	-1.2	2.2
CC(NC(=O)c1ccc2c(c1)OCCO2)c1ccc(S(N)(=O)=O)cc1 (stereo not given)	-4.2	1.7	-10.9	0.0	-3.5	6.2	5.9	0.3	1.5
COc1ccc(-n2nc(C(=O)NCc3ccco3)c3c4ccccc4n(C)c3c2=O)cc1Cl	-1.4	-1.9	-6.3	0.4	-2.1	4.5	-10.9	0.6	-2.1
CC(=O)Nc1cccc(-c2ccnc3c2CC(C(=O)Nc2ccc(Cl)cc2)O3)c1 (stereo not given)	-4.8	-7.3	·	3.7	1.8	2.6	·	11.1	-2.3
Cc1cc2c(cc1S(=O)(=O)N1CCc3ccccc31)NC(=O)CO2	8.5	-0.5	-27.1	1.9	-2.5	9.6	-8.6	6.2	-11.3
CC(=O)c1ccc(NC(=O)CCc2nc3sc4c(c3c(=O)[nH]2)CCCC4)cc1	-11.1	-13.0	-6.3	1.5	0.5	5.0	-4.6	6.0	-13.7
NS(=O)(=O)c1ccc(NC(=O)COc2ncnc3c2cnn3-c2ccccc2)cc1	-21.5	-13.1	-10.8	1.0	-2.1	7.8	11.8	1.1	4.9
CCc1ccc(NC(=S)NCc2ccccc2)cc1	2.9	-6.6	-10.5	4.2	-4.8	3.6	12.6	1.7	10.6

The last 2 compounds of the section before open the next one.
SMILES	CHO-K1 Ca antag	CHRM1 antagonist	OXTR potentiate	M1 ag parental	CHRM1 agonist	M1 PAM	CHO parental Ca	M4 ag	CHRM4 antagonist
NS(=O)(=O)c1ccc(NC(=O)COc2ncnc3c2cnn3-c2ccccc2)cc1	-21.5	-13.1	-10.8	1.0	-2.1	7.8	11.8	1.1	4.9
CCc1ccc(NC(=S)NCc2ccccc2)cc1	2.9	-6.6	-10.5	4.2	-4.8	3.6	12.6	1.7	10.6
COc1ccc(-c2ccc(CN3C(C)C(=O)N(Cc4cn(CCC5OCCO5)nn4)CCS3(=O)=O)cc2)cc1OC (stereo not given)	5.2	-12.3	·	2.0	-8.7	7.2	·	7.3	-5.4
O=S(=O)(c1ccc(F)cc1)N1CCN(c2ncnc3c2cnn3-c2ccccc2)CC1	-1.9	-13.6	-8.5	0.1	-2.0	12.3	-13.8	0.2	-1.1
O=C1CN(C(=O)COC(=O)C2CC(=O)N(Cc3ccco3)C2)c2ccccc2N1 (stereo not given)	-10.7	-19.2	-8.2	0.1	-3.3	11.5	-1.8	0.4	2.3
Cc1c(Cl)cccc1NC(=O)CNC(=O)C1CC(=O)N(CCc2ccccc2)C1 (stereo not given)	-10.6	4.2	-4.3	0.2	-2.5	-0.3	-7.6	0.5	-4.5
Cc1ccc(Cn2c(NCCc3ccccc3)nc3c2c(=O)n(C)c(=O)n3C)cc1	-10.5	-18.4	-2.0	0.4	-4.9	11.0	-6.0	0.8	-8.6
Cc1ccc(-n2ncc3c2CC(C)(C)CC3NC(=O)C2CCOCC2)cc1 (stereo not given)	3.0	-4.0	-1.6	0.1	-1.0	4.9	-2.1	0.5	-3.4
Cc1ccccc1-n1nc2c(c1NC(=O)CCCl)CSC2	-6.3	-19.1	-6.5	0.5	-1.9	12.1	-6.9	0.3	-8.0
CCc1nc2ccc(C(=O)N(C)CCCN(C)C)cn2c1N(C)Cc1cc2ccccc2s1	-0.1	38.4*	·	0.9	-7.9	-26.4	·	1.5	14.6
O=C(NNC(=O)C1CCN(c2ncccn2)CC1)c1ccc(Cl)cc1	-10.1	0.2	5.4	0.2	-7.0	3.2	-4.0	1.2	3.6
COc1cc2c(cc1OC)C(COc1ccccc1OC)N(C(=O)C(C)(C)C)CC2 (stereo not given)	-14.9	-12.2	-2.3	1.4	-5.0	9.4	-28.5	1.4	-11.2
CCOc1ccccc1N(C(=O)Cn1nnnc1-c1ccc(C)o1)C(CC)C(=O)NC(C)(C)C (stereo not given)	-6.0	-10.5	-8.4	0.2	-2.3	11.7	-19.8	2.2	-3.5
COC(=O)c1cn(NC(=O)c2cccc(F)c2)c(=O)c2ccccc12	14.6	16.1	-7.4	0.1	0.1	4.4	-16.8	0.7	-0.7
CCOC(=O)C1C(=O)C=C(c2ccc(NS(C)(=O)=O)cc2)CC1c1ccco1 (stereo not given)	-13.6	-5.7	-4.0	2.8	-1.8	-3.6	-10.5	7.7	3.5
O=C(COc1ccccc1Cl)Nc1ccc2c(c1)OCCO2	-6.1	-8.5	-13.3	1.1	-4.8	3.5	-1.7	2.8	-1.9
Cc1nc2nc[nH]n2c(=O)c1NC(=O)CCc1ccccc1	-6.4	-17.8	-7.8	-0.1	-1.5	0.2	7.4	-0.1	-3.4
CN1C(=O)[C@H]2[C@@H](/C=C/c3ccccc3)N3C(=O)CN(CCO)C(=O)[C@@]3(Cc3ccccc3)[C@H]2C1=O	-15.7	0.1	-2.3	-0.1	1.9	10.9	-1.7	-1.6	3.2
O=C(O)CNC(=O)c1ccc(NC(=O)/C(=C/c2ccccc2)NC(=O)c2ccccc2Br)cc1	-4.3	-5.3	·	0.1	-4.0	3.7	·	0.6	8.8
CCOC(=O)C(CC)/C(C)=N/NC(=O)c1ccc([N+](=O)[O-])cc1 (stereo not given)	-14.3	-1.8	-4.1	0.3	-4.4	0.7	-3.6	2.0	0.2
CCC(C)c1ccc(OCc2ccc(C(=O)OC)o2)cc1 (stereo not given)	-7.3	-6.0	-9.7	0.8	-2.6	3.8	-16.7	-1.3	5.8
CCN(CC)CCN1C(=O)C(O)=C(C(C)=O)C1c1ccccc1[N+](=O)[O-] (stereo not given)	-8.5	-15.3	0.6	0.0	-1.2	9.2	-4.8	1.4	-11.4
CC(C)c1ccc(S(=O)(=O)N2CCN(C(=O)C3=COCCO3)CC2)cc1	-12.1	4.0	-9.5	3.2	-1.5	0.7	-2.9	3.3	8.3
C=CCn1c(C(C)NC(=O)CCC)nc2ccccc21 (stereo not given)	-9.0	-13.5	-1.8	0.3	-3.2	6.0	4.4	0.3	11.0
O=C(COc1ccc(/C=N/NC(=O)c2ccc(O)cc2)cc1)Nc1cccc([N+](=O)[O-])c1	-4.6	-13.6	-9.9	0.3	-0.1	8.7	1.4	2.5	2.8
CN(Cc1ccccc1)C(=O)COc1ccccc1	-14.0	1.7	-5.2	0.1	-5.1	2.0	1.8	0.9	4.2
Cc1ccccc1Cn1c(=O)c2c(nc3n2CCCN3Cc2ccccc2)n(C)c1=O	-5.8	-13.1	-13.7	0.9	-1.5	11.2	-29.9	1.8	-1.5
O=C1CCC(C(=O)NCCN2C(=O)S/C(=C\c3cccnc3)C2=O)=NN1	-9.9	-9.0	-16.7	0.6	-5.1	6.8	11.0	2.1	-11.9
O=C(CSc1n[nH]c(-c2ccncc2)n1)Nc1ccccn1	-10.7	-3.3	-6.3	-0.6	-0.1	0.8	-10.8	-1.6	-1.2

Rewritten bar-delimited: part of the list above
SMILES | CHO-K1 Ca antag | CHRM1 antagonist | OXTR potentiate | M1 ag parental | CHRM1 agonist | M1 PAM | CHO parental Ca | M4 ag | CHRM4 antagonist
O=S(=O)(c1ccc(F)cc1)N1CCN(c2ncnc3c2cnn3-c2ccccc2)CC1 | -1.9 | -13.6 | -8.5 | 0.1 | -2.0 | 12.3 | -13.8 | 0.2 | -1.1
C=CCn1c(C(C)NC(=O)CCC)nc2ccccc21 (stereo not given) | -9.0 | -13.5 | -1.8 | 0.3 | -3.2 | 6.0 | 4.4 | 0.3 | 11.0
